hcGAS lum: human cGAS inhibition; recombinant h-cGAS, ATP depletion, Kinase-Glo luminescence; 290,000 tested, 0.081% active; Q8N884; inhibition, % at 12.5 µM;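 further: 0% = vehicle reaction and 100% = reaction without DNA for no activity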
Target sequence (Q8N884 whole entry, looked up): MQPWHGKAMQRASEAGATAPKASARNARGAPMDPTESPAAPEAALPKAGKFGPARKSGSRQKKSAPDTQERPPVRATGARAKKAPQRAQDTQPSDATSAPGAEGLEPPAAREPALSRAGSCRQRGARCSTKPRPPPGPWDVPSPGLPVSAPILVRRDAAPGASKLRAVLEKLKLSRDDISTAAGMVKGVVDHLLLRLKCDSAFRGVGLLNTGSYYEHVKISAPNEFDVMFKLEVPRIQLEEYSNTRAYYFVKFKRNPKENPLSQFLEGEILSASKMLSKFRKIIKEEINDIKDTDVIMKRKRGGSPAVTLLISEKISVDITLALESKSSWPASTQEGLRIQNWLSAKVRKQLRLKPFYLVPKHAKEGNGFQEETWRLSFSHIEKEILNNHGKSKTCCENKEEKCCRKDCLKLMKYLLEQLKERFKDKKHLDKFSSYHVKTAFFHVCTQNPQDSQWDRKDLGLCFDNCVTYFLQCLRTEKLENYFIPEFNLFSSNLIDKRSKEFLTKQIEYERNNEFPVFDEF
mcGAS lum: mouse cGAS inhibition by luminescence | 160,000 tested, 0.15% active | AID 1259399 | recombinant cGAS, Kinase-Glo ATP depletion luminescence | Q8C6L5 | inhibition, % at 12.5 µM;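 further: 0% = negative control wells and 100% = reference inhibitor with no enzyme activity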
NPYLR7 ag: mosquito NPYLR7 agonism; HEK293T NPYLR7/Galpha15, GCaMP6s calcium fluorescence; activation, % at 10 µM; 270,000 tested, 0.15% active; AID 1259423; in the data active means activation above about 40%;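 further: 0% = vehicle and 100% = reference agonist at the receptor; some compounds past the cut are filed as inactive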
An asterisk follows results filed as active; x = not tested or not shown; & = joins results of further samples. Unless noted, no stated cut-off is given here; in the data, active means inhibition above about 40%; inactive means the rest.

SMILES	hcGAS lum	mcGAS lum	NPYLR7 ag
Cc1cc(C(=O)Nc2cc(Cl)ccc2CS(C)(=O)=O)c(C)o1	-7	x	5
O=C(Nc1nc(-c2ccc(Cl)c(Cl)c2)cs1)c1ccc([N+](=O)[O-])s1	-4	-6	-1
CCOC(=O)CCc1c(C)nc2ncnn2c1N1CCN(S(=O)(=O)c2c(C)noc2C)CC1	-8	-7	x
CN1CCN(c2ccc(C(F)(F)F)cc2NS(=O)(=O)c2ccccc2)CC1	-3	x	3
COC(=O)c1ccccc1C1CCN(C(=O)C2CC(=O)N(Cc3ccc(Cl)cc3)C2)CC1 (stereo not given)	-4	x	3
O=C(O)c1ccc(S(=O)(=O)CC(F)(F)F)cc1	-2	x	10
CCOC(=O)c1ccccc1NC(=O)CSc1nccn2nc(-c3ccccc3OC)cc12	-2	-1	-5
c1cc(-c2n[nH]c(C3CCCCC3)n2)c2cccnc2c1	-10	x	8
COc1ccc(CCN2C(=O)c3ccccc3NC2c2cccc(O)c2O)cc1 (stereo not given)	-7	x	13
CCc1ccc(NC(=O)c2c(-c3ccccc3Cl)noc2C)cc1	-4	x	-3

Overlap with the part before: seven compounds, then new ones.
SMILES	hcGAS lum	mcGAS lum	NPYLR7 ag
CN1CCN(c2ccc(C(F)(F)F)cc2NS(=O)(=O)c2ccccc2)CC1	-3	x	3
COC(=O)c1ccccc1C1CCN(C(=O)C2CC(=O)N(Cc3ccc(Cl)cc3)C2)CC1 (stereo not given)	-4	x	3
O=C(O)c1ccc(S(=O)(=O)CC(F)(F)F)cc1	-2	x	10
CCOC(=O)c1ccccc1NC(=O)CSc1nccn2nc(-c3ccccc3OC)cc12	-2	-1	-5
c1cc(-c2n[nH]c(C3CCCCC3)n2)c2cccnc2c1	-10	x	8
COc1ccc(CCN2C(=O)c3ccccc3NC2c2cccc(O)c2O)cc1 (stereo not given)	-7	x	13
CCc1ccc(NC(=O)c2c(-c3ccccc3Cl)noc2C)cc1	-4	x	-3
COc1ccc(CCC(=O)N2CCCC(O)(CO)C2)cc1OC (stereo not given)	-5	-11	-2
COc1ccc(OC)c(-c2ccc3nc(C)ccc3c2)c1	-3	x	-5
Cc1cc(C2C=CNC=N2)c(C)s1 (stereo not given)	-5	x	-5
Cc1ccc(O)c(S(=O)(=O)N2CCOc3ccccc32)c1	-10	x	7
COc1ccc(-c2nnc(SCC(=O)NNC(=O)/C=C/C(=O)O)n2-c2ccccc2)cc1OC	2	1	-3
Cc1ccccc1NC(=O)c1cccn(OCc2ccc(F)cc2)c1=O	-3	-6	4
CC(=O)Nc1nc(C(=O)N(Cc2ccccc2)C2CCCC2(C)C)cs1 (stereo not given)	-4	x	17
COc1ccccc1N1CCN(CC(O)COc2ccc(F)cc2)CC1 (stereo not given)	-5	-6	1
CN1C[C@H]2CNC[C@@]2(C(=O)NC23CC4CC(C2)CC(n2cncn2)(C4)C3)C1	-7	-5	x
Cn1nnnc1SC1CCN(c2ccccc2Cl)C1=O (stereo not given)	-11	-13	-3

Continued, overlapping the part above by six compounds.
SMILES	hcGAS lum	mcGAS lum	NPYLR7 ag
COc1ccc(-c2nnc(SCC(=O)NNC(=O)/C=C/C(=O)O)n2-c2ccccc2)cc1OC	2	1	-3
Cc1ccccc1NC(=O)c1cccn(OCc2ccc(F)cc2)c1=O	-3	-6	4
CC(=O)Nc1nc(C(=O)N(Cc2ccccc2)C2CCCC2(C)C)cs1 (stereo not given)	-4	x	17
COc1ccccc1N1CCN(CC(O)COc2ccc(F)cc2)CC1 (stereo not given)	-5	-6	1
CN1C[C@H]2CNC[C@@]2(C(=O)NC23CC4CC(C2)CC(n2cncn2)(C4)C3)C1	-7	-5	x
Cn1nnnc1SC1CCN(c2ccccc2Cl)C1=O (stereo not given)	-11	-13	-3
CCn1nnc2cc(C(=O)N3CC=C(c4ccc(OC)cc4)CC3)ccc21	15	x	0
CC(=O)NCC1CCCN(Cc2ccc(C)c(F)c2C)C1 (stereo not given)	3	x	-1
CC1CN(S(=O)(=O)c2cc(C(=O)O)ccc2F)CC(C)O1 (stereo not given)	-16	x	2
CCCNC(=O)NC12CC3CC(CC(C3)C1)C2	-3	-5	5
CCOCCOC(=O)C1=C(C)NC(=O)NC1c1ccccc1F (stereo not given)	-3	x	-6
CCOC(=O)c1nn(-c2ccccc2)c(=O)cc1OS(=O)(=O)c1ccc2ccccc2c1	2	2	2
Cc1ccc2c(c1)C(CC(=O)N1CCc3c(nc(C)nc3N(C)C)C1)C(=O)N2 (stereo not given)	-12	-12	x
Cc1ccc(-n2nc(C)cc2NC(=O)C2CC(=O)N(c3ccc4c(c3)OCO4)C2)cc1 (stereo not given)	2	x	6
COc1ccc(C(=O)NC2CCN(c3ccccc3C(=O)NCc3cccnc3)CC2)cc1	0	-1	-9
O=C(NC1CCC(NC(=O)[C@H]2CCCN2C(=O)c2ccc(C(F)(F)F)cc2)CC1)c1ccccc1 (stereo not given in full)	-5	-5	-1
Cc1cc(=O)n(-c2cc(S(=O)(=O)O)c3cccc(S(=O)(=O)O)c3c2)[nH]1	24	22	4
COc1ccc(-c2cccc(NC(=O)C(F)(F)F)c2)nn1	-7	-10	-1
CC(=O)Nc1nc(SCC(=O)NC2CCCCC2)[nH]c(=O)c1NC(=O)c1ccc(F)cc1	-2	-5	-5
CCCN(CC#Cc1ccccc1)C(=O)c1cccnc1	-12	x	-2
CCC1(c2ccccc2)C(=O)NCNC1=O	-5&-3&-6&16	-5&-2	-3&-7&-1&0
COC(=O)Cn1ncc2c(N3CCCCC3CCC(C)C)ncnc21 (stereo not given)	-8	x	0
Cc1ccccc1CSc1nc(=O)n(CCCO)c2c1CCCC2	-5	-11	-5
Cc1nc2c(-c3ccccc3)c(C)nn2c(N2CCOCC2)c1Cc1ccccc1	-8	-9	-4
O=C(O)c1ccc([N+](=O)[O-])s1	-2	-5	20
COc1ccc(CCN(C)C(=O)c2cc(-c3ccc(C)c(C)c3)nn2-c2cccc(Cl)c2)cc1OC	-10	-2	0

Pulled one by one from the list above, 7 records:
SMILES	hcGAS lum	mcGAS lum	NPYLR7 ag
Cc1cc(=O)n(-c2cc(S(=O)(=O)O)c3cccc(S(=O)(=O)O)c3c2)[nH]1	24	22	4
COc1ccc(CCN(C)C(=O)c2cc(-c3ccc(C)c(C)c3)nn2-c2cccc(Cl)c2)cc1OC	-10	-2	0
COC(=O)Cn1ncc2c(N3CCCCC3CCC(C)C)ncnc21 (stereo not given)	-8	x	0
Cc1nc2c(-c3ccccc3)c(C)nn2c(N2CCOCC2)c1Cc1ccccc1	-8	-9	-4
Cc1ccccc1CSc1nc(=O)n(CCCO)c2c1CCCC2	-5	-11	-5
CCCN(CC#Cc1ccccc1)C(=O)c1cccnc1	-12	x	-2
COc1ccc(-c2cccc(NC(=O)C(F)(F)F)c2)nn1	-7	-10	-1

Going on with the list.
SMILES	hcGAS lum	mcGAS lum	NPYLR7 ag
Cc1cccc(NC(=O)CNC(=O)CNCc2ccccc2)c1	-6	-6	-4
CC(NC(=O)CSc1nc2ccccc2c(=O)[nH]1)c1cnn(C)c1 (stereo not given)	-5	-10	x
C=CCn1c(SCCCCN2C(=O)c3ccccc3C2=O)nc2sc3c(c2c1=O)CCC3	-3	-7	-5
NC(=O)c1ccc2c(c1)ncn2-c1ccccc1	-8	x	1
CN1C(=O)C2(SCC(=O)N2c2ccc(F)c(F)c2)c2ccccc21 (stereo not given)	1	x	1
CC(C)(C)CC(=O)N1CCN(c2ccc(Nc3ccccc3)nn2)CC1	-5	-8	-2
O=C(Cc1cccs1)Nc1nnc(SCC(=O)c2cccc(C(F)(F)F)c2)s1	-11	-4	6
COc1cccc(-c2nc3ccc(-c4cccc(Cl)c4)cn3c2CN2CCNCC2)c1	1	x	17
Cc1nccn1-c1cc(N2CCN(S(=O)(=O)c3cccs3)CC2)ncn1	-7	-10	-12
CC1CC1C(=O)NCCC(=O)NCCS(=O)(=O)c1ccc(Cl)cc1 (stereo not given)	-7	-9	1
CCN(CC)S(=O)(=O)c1ccc(Cl)c(C(=O)NC(C)CCC(C)C)c1 (stereo not given)	-7	-7	-4
CCn1nnc2c(=S)nc[nH]c21	-10	x	-3
COc1cccc(C(=O)NCc2cccc(-c3ncc(-c4cccc(OC)c4)[nH]3)c2)c1	1	0	5
COc1ccc(OCc2ccc(-c3nc(C#N)c(NCCN4CCOCC4)o3)o2)cc1	-7	-8	-1
CCOc1ccc(NC(=O)c2sc3nc4c(c(-c5ccccc5)c3c2N)C(=O)CC(C)(C)C4)cc1	-8	-8	-2
O=C(c1ccc(Cl)cc1Cl)N1CCCC(N2CCN(c3ccccc3F)CC2)C1 (stereo not given)	-4	x	0
O=C(CCn1c(=O)oc2ccccc21)Nc1ccc(S(=O)(=O)Nc2nccs2)cc1	0	-5	6
O=C(c1ccc2c(c1)OCCCO2)N1CCN(c2ccccc2Cl)CC1	1	x	-14
Cc1cc(N2CCSCC2)ccc1NC(=O)C1Oc2ccccc2OC1C (stereo not given)	3	3	9
CC(C)CN(CC(=O)N(CCc1c[nH]c2ccccc12)Cc1ccc(N(C)C)cc1)C(=O)c1ccc(Br)cc1	-1	-4	x
CCn1c(=O)c(C(=O)Nc2ccc(F)cc2)nn(-c2ccccc2F)c1=O	-7	-5	-1
CC(C)(NC(=O)c1cccs1)C(=O)NCC(O)c1ccccc1 (stereo not given)	-5	x	4
N#Cc1c(SCc2ccc(F)cc2)nc2c(c1-c1cccs1)CCCC2	-2	-4	-5
CCOC(=O)c1ccc(NC(=O)c2ccc(C)c(S(=O)(=O)N3CCOCC3)c2)s1	0	-1	5
CCCn1nnnc1CNc1ccc(-n2cncn2)c(Cl)c1	-14	x	7
Cc1cnn(C(CCl)CN(CC(=O)Nc2c(C)nn(C)c2C)CC(=O)Nc2c(C)nn(C)c2C)c1 (stereo not given)	2	x	14
COc1ccc(NC2CCCN(C(=O)c3cccc(N4CCOCC4)c3)C2)cc1OC (stereo not given)	-9	x	5
O=C(Cn1ncn2nc(-c3ccc(Cl)cc3)cc2c1=O)NCc1ccco1	-7	-12	-11
COc1ccc(NC(=S)NC(=NS(=O)(=O)c2ccccc2)c2ccccc2)cc1	-6	-5	-5
CCC(C)NC(=O)CC(c1cc(OC)cc(OC)c1)c1cnc2c(OCc3ccccc3)cccn12 (stereo not given)	-6	-5	x
CCC1CN(C(C)C(=O)NC2CCCCCC2)CCS1 (stereo not given)	-13	x	3
CC(C)(C)C(=O)OCCN1C(=O)c2cccc3c(N4CCOCC4)ccc(c23)C1=O	1	-2	-3
CC(C)c1ccc(NC(=O)C(C2CCCC2)N2CCN(C(=O)c3ccc(F)cc3F)CC2)cc1 (stereo not given)	-8	-7	-3
CN(C)c1cc(-c2ccccc2)nc(SCc2cccc(C(=O)O)c2)n1	-1	-4	11
CC(C)c1cc(C2CCN(Cc3ccc(-c4ccn[nH]4)o3)CC2)[nH]n1	-6	-18	28
CN(C(=O)Cc1ccc(OC(F)(F)F)cc1)c1ccc(Cl)nn1	-6	x	-1
Clc1cncc(Cl)c1CN1CCCCC1c1ccccn1 (stereo not given)	1	x	17
COc1cccc(CC(=O)NC2CCCN(Cc3ccc(Cl)cc3)C2)c1 (stereo not given)	-4	-7	1
CCOc1ncccc1CN1CCC(C(=O)NCCc2ccc(C)cc2)CC1	-3	-7	-6
CSc1nc2ccc(NP3(=O)C=C(c4ccccc4)OC(c4ccccc4)=C3)cc2s1	3	x	3
Cc1nc(SCC(=O)Nc2ccccc2)c2oc3ccccc3c2n1	1	x	-5
Oc1c(C(Nc2ccccn2)c2ccc(C(F)(F)F)cc2)ccc2cccnc12 (stereo not given)	4	x	8
N#Cc1ccc(Nc2ccc(OC3CCCC3)cc2)nc1	-8	x	6
Cc1nn(C)c(Oc2cccnc2)c1NC(=O)C1CCCC(C)C1 (stereo not given)	-6	x	6
O=C(NCc1ccc(-n2cnc3ccccc32)nc1)NCC1CCSCC1	-8	-16	0

Screens (PubChem)
